KAT2A inh – inhibitors of human GCN5L2 histone acetyltransferase. Q92830. GCN5L2 HAT assay, ThioGlo1 CoA-SH fluorescence. Potency, µM (top dose mostly 58.9 µM), for the others: at the highest dose activity change, negative = inhibition, actives largely listed as inhibitors. 0.21% of 390,000 active. AID 504327
Target sequence (Q92830 whole entry, looked up): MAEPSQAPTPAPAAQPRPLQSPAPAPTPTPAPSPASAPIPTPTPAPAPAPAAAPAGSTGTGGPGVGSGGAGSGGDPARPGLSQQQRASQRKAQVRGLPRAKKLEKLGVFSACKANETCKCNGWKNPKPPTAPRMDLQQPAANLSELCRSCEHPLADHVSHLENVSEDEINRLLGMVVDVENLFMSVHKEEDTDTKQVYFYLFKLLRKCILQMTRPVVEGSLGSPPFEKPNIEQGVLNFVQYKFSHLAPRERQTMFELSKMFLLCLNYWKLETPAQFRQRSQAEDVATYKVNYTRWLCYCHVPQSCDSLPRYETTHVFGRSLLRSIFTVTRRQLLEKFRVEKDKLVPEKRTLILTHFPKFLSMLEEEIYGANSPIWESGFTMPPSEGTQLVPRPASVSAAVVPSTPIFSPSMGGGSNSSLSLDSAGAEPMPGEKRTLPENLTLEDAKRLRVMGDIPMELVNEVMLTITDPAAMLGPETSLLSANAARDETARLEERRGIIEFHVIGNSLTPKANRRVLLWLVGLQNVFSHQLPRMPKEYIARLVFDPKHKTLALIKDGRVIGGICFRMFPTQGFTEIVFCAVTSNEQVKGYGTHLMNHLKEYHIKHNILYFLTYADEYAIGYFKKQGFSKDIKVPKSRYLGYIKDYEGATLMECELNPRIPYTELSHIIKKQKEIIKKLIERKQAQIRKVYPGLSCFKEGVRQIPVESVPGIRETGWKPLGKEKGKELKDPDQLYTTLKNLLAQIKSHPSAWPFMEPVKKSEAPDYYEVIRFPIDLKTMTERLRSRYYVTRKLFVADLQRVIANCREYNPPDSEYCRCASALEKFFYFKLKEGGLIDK
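Preincubate 20nM GCN5L2 with compound 15 min, RT → add 50uM ThioGlo1 + 75uM H3(1-25) + 70uM acetyl-CoA → read fluorescence 0 and 20 min. Primary qHTS; fluorescent artifacts likely.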
TDP1 inh – blocks human tyrosyl-DNA phosphodiesterase 1 | Q9NUW8 | recombinant TDP1, AlphaScreen DNA substrate cleavage | Potency, µM (series often up to 130 µM), inactives show top-dose activity change, negative = inhibition, hits mostly inhibitors | 0.28% of 350,000 active | AID 485290; further: nearly all actives have a fitted effect of over 40% in size
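Tdp1 1 nM final; 15 min RT w/ cpd; substrate 15 nM, 5 min; beads 10 ug/ml, 10 min; AlphaScreen read. Neg ctrl: no enzyme.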
TDP1 cell noCPT – qHTS for Inhibitors of human tyrosyl-DNA phosphodiesterase 1 (TDP1): qHTS in cells in absence of CPT; DT40 Tdp1-/- hTDP1 cells, no CPT, ATP luminescence, 48 h; Potency, µM (series often up to 46.2 µM), for inactives: at the top dose activity change, negative = growth inhibition, hits mostly inhibitors; 15% of 420,000 active; AID 686978, 2013; further: nearly all actives have a fitted effect of over 55% in size
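Stably hTDP1-transfected Tdp1-null chicken DT40 cells were treated with library compounds minus camptothecin and grown for at least 48 hr at 37 °C, after which cellular ATP was quantified by luminescence.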
* marks the source's active call; other numbers are inactive results; u = inconclusive; x = no result given; & = joins results of further samples; [ ] = remark or other dose. The call rests on the fitted dose curve; in most records, active means well fitted curve in the direction sought with a large enough effect; inconclusive means small, poorly fitted or top-dose-only effect, or another doubt; inactive means no such curve, though single readings can be large; an effect the other way counts as inactive or inconclusive. On the % scale 0 is the no-effect control and ±100 the full control effect; potency means the concentration at half of the fitted maximal effect.

SMILES	KAT2A inh	TDP1 inh	TDP1 cell noCPT
N#CCCN1CCN(S(=O)(=O)c2ccc(S(=O)(=O)N3CCOCC3)cc2)CC1	2%	3%	-1%
O=[N+]([O-])c1ccc(S(=O)(=O)NCc2nc3cccnc3n2Cc2ccccc2Cl)cc1	-8%	13%	15µM*
O=C(Cn1c(=O)nc(-c2ccccc2)c2ccccc21)N1CCN(c2ccc(F)cc2)CC1	-4%	6%	-20%
Cc1cccc(N2CCN(c3ccc(NC(=O)c4ccccc4)cc3C(=O)O)CC2C)c1 (centres undefined)	-5%	-12%	-8%
CS(=O)(=O)N(CC(=O)N1CCCCCC1)c1cc(Cl)ccc1Cl	-5%	x	0%
CCc1ccccc1S(=O)(=O)Cc1ccc(C(=O)NCCc2ccccc2)o1	-2%	4%	u
COc1cccc(C(=O)C2CCCN(Cc3cccc(-n4cccn4)c3)C2)c1 (centres undefined)	2%	x	u
CCCCCCSC1=C(C#N)C(c2ccccc2)CC(=O)N1 (centres undefined)	-2%	0%	-15%
COc1ccc(-n2nc(C(=O)NCC(=O)N3CCN(c4ccccc4OC)CC3)c3ccccc3c2=O)c(OC)c1	-6%	9%	u
CCOC(=O)c1c(C)[nH]c(C)c1S(=O)(=O)N1CCCC(C(=O)N2CCN(c3ccc(Cl)cc3)CC2)C1 (centres undefined)	-7%	5%	u
COc1ccc(/C=N/NC(=O)c2cnccn2)c(OC)c1OC	-16%	-1%	-11%
Cc1ccn2c(=O)c(C(=O)NCCc3ccccc3)c(O)nc2c1	0%	5%	23µM*
CN(C)CCn1c2c(c(SCC(=O)Nc3ccccc3C(F)(F)F)nc1=O)CCCC2	-3%	0%	u
COc1ccccc1OCc1ccc(C(=O)N(C)C)o1	-6%	6%	0%
Cc1[nH]n(-c2ccc([N+](=O)[O-])cc2)c(=O)c1C=NCCN1CCN(C(=O)c2ccc(F)cc2)CC1	-3%	5%	2%
CCc1cc2ccccc2nc1SCC(=O)Nc1cc(C)on1	-8%	1%	u
CCOP(=O)(OCC)c1nc(/C=C/c2ccccc2)oc1NCc1ccc(OC)cc1	-5%[0.501 µM]	2%	u
CN(C)C1=NCCN1CCC1CCCCC1	-3%	-5%	u
CCCOc1ccc(OC(=O)c2cn(-c3ccc(OC)cc3)c(=O)c3ccccc23)cc1	-20%	2%	16µM*
Cc1ccc(SCC(=O)OC(C)C(=O)Nc2ccc(S(N)(=O)=O)cc2)cc1C (centres undefined)	-8%	3%	u
COC(=O)c1ccc2c(=O)n3c(nc2c1)SCC(c1ccccc1)=N3	-6%	u	-20%
CC(C)(C)c1nc2c(Br)cc(Br)cc2c(=O)o1	1%	3%	u
Cc1ccc(N(CC(=O)N2CCN(c3cc(C)ccc3C)CC2)S(=O)(=O)c2c(C)nn(C)c2C)cc1	-16%	5%	16µM*
C/C(=N\NC(=S)NC(C)C)c1ccc2c(c1)OCCO2	-3%	7%	6.5µM*
CCOC(=O)C1=C(C)N=c2s/c(=C\c3ccc(OCC(=O)O)cc3)c(=O)n2C1c1ccccc1OC (centres undefined)	-23%	x	-22%

2 entries drawn at random from those above, as already listed:
SMILES	KAT2A inh	TDP1 inh	TDP1 cell noCPT
COc1ccc(/C=N/NC(=O)c2cnccn2)c(OC)c1OC	-16%	-1%	-11%
CCOP(=O)(OCC)c1nc(/C=C/c2ccccc2)oc1NCc1ccc(OC)cc1	-5%[0.501 µM]	2%	u

The listing continues:
SMILES	KAT2A inh	TDP1 inh	TDP1 cell noCPT
O=C(/C=C/c1ccc2c(c1)OCO2)NCCS(=O)(=O)N1CCN(c2ccc(F)cc2)CC1	-13%	x	-26%
CCCCn1c(CNC(=O)c2cccs2)nc2ccccc21	-1%	3%	u
COc1ccc(-c2nc(CSCC(=O)N3CCN(c4ccc(OC)cc4)CC3)c(C)o2)cc1	-5%	2%	10µM*
O=C(NNS(=O)(=O)c1ccccc1[N+](=O)[O-])c1cccc([N+](=O)[O-])c1	-1%	3%	u
O=C(Nc1cccc(O)c1)c1cc(-c2ccccc2Cl)on1	-17%	x	-5%
CN(C)c1ncnc2c1ncn2C1OC(CO)C(O)C1O (centres undefined)	1%	0%	2.9µM*
COc1ccc2[nH]c3c(c2c1)[C@@H]1CCN2C(=O)CCC[C@H](C3)[C@H]12	0%	x	-1%
COc1ccc(OCC(=O)N2CCN(c3nnc(-c4ccccc4)c4ccccc34)CC2)cc1	-1%	3%	18µM*
O=c1nc(-c2ccccc2)c2cc(SC(F)F)ccc2[nH]1	0%	x	0.41µM*
Cc1ccc(NC(=S)NNC(=O)c2ccc(N3CCOCC3)c([N+](=O)[O-])c2)cc1Cl	-6%	-3%	-12%
COc1cccc2c1cc1c(=O)n(CC(=O)N3CCN(c4cccc(C)c4C)CC3)nc(C)n12	-2%	2%	u
CCCC(C)NC(=O)c1ccc(F)cc1 (centres undefined)	-1%	5%	7%
CCC(O)(CC)C(=O)N(Nc1ccc(C)cc1)c1ccc(C)cc1	1%	x	u
Nc1cc(=O)[nH]c(SCc2cccc(Cl)c2)n1	-2%	3%	u
CCOC(=O)C(Cc1ccccc1)NC(=O)CCc1nnc2ccc(N3CCCC3)nn12 (centres undefined)	-16%	1%	-22%
CN1CCN(c2nc(-c3cccs3)nc3ccccc23)CC1	17%	3%	u
CC(Oc1ccccc1Cl)C(=O)N(Cc1ccco1)C1CCS(=O)(=O)C1 (centres undefined)	-3%	5%	-3%
COc1ccc(C2NCCc3c2[nH]c2ccccc32)cc1CN1CCc2cc(OC)c(OC)cc2C1C (centres undefined)	-29%	x	18µM*
CCOC(CNC(=O)C1CCN(S(=O)(=O)c2ccc3nc4c(c(C(=O)O)c3c2)CC(C)CC4)CC1)OCC (centres undefined)	-2%	2%	20%
CCCCn1c(N)c(N(CCOC)C(=O)COc2ccc(OCC)cc2)c(=O)[nH]c1=O	-4%	5%	-10%
CCSc1nc2sc3c(c2c(=O)n1-c1ccccc1)CCN(C(C)C)C3	-1%	x	21µM*
CC(C)CN1CCN=C1Nc1ccccc1	1%	x	-12%
Cc1ccc(CNC(=O)c2ccc(Cn3c(=O)c4ccccc4n(CC(=O)Nc4c(C)cc(C)cc4C)c3=O)cc2)cc1	-10%	0%	4.6µM*
CC(NC(=O)c1cc(S(=O)(=O)N2CCOCC2)ccc1F)c1ccc(-n2ccnc2)cc1 (centres undefined)	1%	1%	13%
Cc1cccc(Cc2c(C)nc3nc(SCc4cccc(F)c4)nn3c2C)c1	-1%	8%	u
Additional compounds:
SMILES	KAT2A inh	TDP1 inh	TDP1 cell noCPT
CCO[C@@H]1OC(C(=O)N2CCN(Cc3ccc4c(c3)OCO4)CC2)=C[C@H](c2ccc(C(F)(F)F)cc2)[C@H]1CCCO	-5%	6%	21µM*
Cc1cc([N+](=O)[O-])nn1CC(=O)N/N=C/c1ccc(O)cc1O	-7%	8%	6.5µM*
CC1CCN(C(=O)CN(c2ccc(Oc3ccccc3)cc2)S(C)(=O)=O)CC1	-14%	8%	13µM*
O=C(Nc1ccccc1C(F)(F)F)c1ccsc1	-27%	x	1%
O=C(Nc1ccc2c(c1)OCCO2)c1ccco1	-1%	1%	u
COc1ccc(CC2(C)OC(c3ccncc3)=NN2C(C)=O)cc1 (centres undefined)	-5%	5%	-34%
O=C(Nc1ccc(C(=O)N2CCCCC2)cc1)C1=CSCCO1	-17%	1%	u
O=C(NCc1ccccc1)C1COc2ccccc2O1 (centres undefined)	-7%	7%	-8%
COc1ccc(NC(=O)c2nc[nH]c2C(=O)N[C@@H](CC(C)C)C(=O)OC(C)(C)C)cc1	-14%	8%	u
O=C(Cc1ccccc1)NCC(=O)OCC(=O)c1ccc(Cl)c([N+](=O)[O-])c1	-12%	-1%	u
CCC(=O)Nc1nnc(S(=O)(=O)N2CCCCCC2)s1	-17%&-10%	10%	-10%&-9%
Cc1ccc(CC(=O)N2CCN(c3ccccc3F)CC2)cc1	0%	-2%	u
CSc1nc(-c2ccccc2)nc(N)c1C(C)=O	3%	3%	x
CCN(CC)CCCNC(=O)CN1C(=O)CCn2nc(-c3cn(C)c4ccccc34)cc21	-5%	1%	9%
Cc1cccc2sc(NC(=O)c3ccc(NS(=O)(=O)c4cccs4)cc3)nc12	-10%	2%	-29%
COc1cccc(-n2cnnc2SC(C)C(=O)NC2CCCC2)c1 (centres undefined)	u	0%[56.1 µM]	-13%
O=[N+]([O-])c1cccc(CNC2CCCCCC2)c1	1%	-1%	-3%
COc1ccc(NC(=O)CC2C(=O)Nc3ccccc3N2CC(=O)N2CCCC2)cc1 (centres undefined)	4%	0%	17%
COc1cccc(/C=N/N(C)C2=NS(=O)(=O)c3ccccc32)c1O	28%	x	-24%
Cc1cc(C[n+]2ccsc2N)c2ncccc2c1	-5%	-3%	u
COC(=O)c1sccc1NC(=S)N1C(C)CCCC1C (centres undefined)	1%	3%	-29%
Cc1ccc(CCNC(=O)c2cccc(NC3=NC4CS(=O)(=O)CC4S3)c2)cc1 (centres undefined)	u	x	15%
Cc1ccccc1-c1nc(NC2CCNCC2)c2ccccc2n1	-1%	3%[56.1 µM]	12µM*
COc1ccc(CCNC(=S)NC2CCN(Cc3ccccc3)CC2)cc1OC	-6%	-7%	-11%
COC(=O)c1c(NC(C)=O)sc(C(=O)Nc2ccccc2OC)c1C	-5%	6%	u

Some of the entries above in a different format.
CCN(CC)CCCNC(=O)CN1C(=O)CCn2nc(-c3cn(C)c4ccccc34)cc21
  KAT2A inh: -5%; TDP1 inh: 1%; TDP1 cell noCPT: 9%
Cc1cccc2sc(NC(=O)c3ccc(NS(=O)(=O)c4cccs4)cc3)nc12
  KAT2A inh: -10%; TDP1 inh: 2%; TDP1 cell noCPT: -29%
COc1cccc(-n2cnnc2SC(C)C(=O)NC2CCCC2)c1 (centres undefined)
  KAT2A inh: u; TDP1 inh: 0%[56.1 µM]; TDP1 cell noCPT: -13%
O=[N+]([O-])c1cccc(CNC2CCCCCC2)c1
  KAT2A inh: 1%; TDP1 inh: -1%; TDP1 cell noCPT: -3%

Next entries follow.
SMILES	KAT2A inh	TDP1 inh	TDP1 cell noCPT
CCc1ccc(NC(=S)Nc2ccc3cn[nH]c3c2)cc1	-3%	-3%	-21%
COc1ccc(Br)cc1CNCC1CCCO1 (centres undefined)	-4%	x	16%
Cc1ccc(C)c(S(=O)(=O)N2CCCC2CNC(=O)c2ccc([N+](=O)[O-])cc2)c1 (centres undefined)	-7%	0%	u
O=[N+]([O-])c1ccc(COn2nnc3ccccc32)cc1	-4%	0%	-36%
COc1cc(NC(=O)CN(C)S(=O)(=O)c2cccs2)cc(OC)c1	-9%	3%	0%
Cc1cc(N2CC(C)OC(C)C2)nc(C(C)C)n1 (centres undefined)	-10%	3%	0%
Cc1ccc(C[C@H](C(=O)O)N2C(=O)c3ccc(C(=O)O)cc3C2=O)cc1	-5%	3%	x
COc1ccc(C2c3c(-c4ccccc4)n[nH]c3C(=O)N2c2ccc(C(=O)O)cc2)c(OC)c1 (centres undefined)	2%	-2%	-2%
Cc1cc(C)nc(N(C#N)S(=O)(=O)c2ccc(Br)cc2)n1	0%	1%	x
COc1cccc(N2C(=O)CC(Nc3ccc(N4CCOCC4)cc3)C2=O)c1 (centres undefined)	-3%	7%	-15%
COc1ccc(-c2cn[nH]c2-c2ccc(OCc3ccc([N+](=O)[O-])cc3)cc2O)cc1	-7%	0%	16µM*
O=C(NCC(c1ccco1)N1CCN(c2ccc(F)cc2)CC1)C1CCCCC1 (centres undefined)	-6%	x	u
O=C(NCCc1nnc2ccc(NCc3ccc(F)cc3)nn12)c1ccccc1	-7%	2%	-19%
CCc1nc(Nc2ccc(OC)cc2OC)c2oc3ccccc3c2n1	19%	x	21µM*
O=[N+]([O-])c1ccc(N2CCC(O)CC2)nc1	-5%	3%	-8%
CC(C)NS(=O)(=O)c1ccc(OCC(=O)Nc2cccc(F)c2)cc1	-11%	0%	-22%
COc1ccccc1NC(=O)c1nc(SCc2ccc(F)cc2)ncc1Cl	-5%	2%	-10%
CCCc1cc(=O)oc2cc(OCC(=O)NC(Cc3c[nH]c4ccc(O)cc34)C(=O)O)c(Cl)cc12 (centres undefined)	-10%	x	-1%

Screens from PubChem.

Not all compounds are listed; count on the stated rates, not on these rows.
